Lipid storage S3 = qHTS Assay for Lipid Storage Modulators in Drosophila S3 Cells; actives 0.64% (n = 320,000); Drosophila S3 cells, BODIPY lipid droplet fluorescence, 18-24 h; cells fed with added oleic acid; Potency in µM for hits, for the others lipid storage change, negative = inhibition, % at the top dose, mostly 46.1 µM; active = well fitted inhibition curve with a large enough effect in the signal ratio, with a control signal flat, not every such curve was filed as active; inconclusive = small, poorly fitted or top-dose-only effect, or effect the other way, or a change in a side signal; the % refers to the signal ratio
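Laser-scanning cytometry quantifies lipid droplet accumulation (500–530 nm total intensity; droplet/cell object ratio) in oleic acid-fed (400 uM added) Drosophila S3 cells treated with a concentration series. 20 uM Triacsin C defined 100% inhibition.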
Lipid storage S3 cell count max = also measured in Lipid storage S3; calls as there; cell number change, %; measured here: cell count max response;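 cells counted by Cell Tracker Red CMTPX staining in the red channel; peak over a dose series mostly up to 46.1 µM; percent activity relative to internal control wells on each plate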
Active calls of the source: *; i = inactive; ? = inconclusive; / = not tested or not shown; & = joins results of further samples; [ ] = another dose, or the depositor's remark. % is scaled to controls: 0 for no effect and ±100 for the full control effect; potency is read from the fitted curve at half-maximal effect. Some of the compounds tested, so the mix of outcomes need not match the whole.

SMILES	Lipid storage S3	Lipid storage S3 cell count max
CCOC(=O)Nc1ccc2c(c1)N(C(=O)CCN1CCN3CCCC3C1)c1ccccc1CC2 (stereo not drawn)	?	/
COc1cccc(Cn2c(-c3nonc3N)nc3ccccc32)c1	?	/
O=Nc1c(O)[nH]c2ccc(Cl)cc12	?	/
O=C(Cc1cccs1)NC(c1ccccc1)c1ccccc1	-11%	-20
Cc1ccc(F)c(CNC(=O)C2CCC(=O)N(Cc3ccccn3)C2)c1F (stereo not drawn)	i	/
CN(CCNC(=O)c1cc2c(-c3ccccc3F)nn(C)c2s1)C1CCCCC1	i	12
O=C(NCc1csc(-c2cccs2)n1)C1CCCCC1	0%	/
COc1ccc(C(=O)COC(=O)[C@H](C)Nc2ccc(C(F)(F)F)cc2[N+](=O)[O-])cc1	?	/
O=C(COC(=O)c1cccnc1Cl)NCCc1ccccc1	?	/
O=C1COc2ccc(N3C(=O)c4ccccc4C3=O)cc2N1	-19%[9.22 µM]	-22
O=C(CS(=O)CC(=O)N(c1ccccc1)C(C(=O)NC1CCCCC1)c1ccco1)Nc1ccc(F)cc1 (stereo not drawn)	21%	24
COc1ccccc1NC(=O)COC(=O)c1cc2ccccc2cc1O	?	/
O=C(O)/C=C/C(=O)c1c(-c2ccccc2)[nH]c2ccccc12	3%	-18
CC(OC(=O)c1ccccc1C(=O)N(C)c1ccccc1)C(=O)Nc1ccccc1[N+](=O)[O-] (stereo not drawn)	20%	8
CCOc1ccc(N(CC(=O)NCc2ccccc2)C(=O)CCC(=O)Nc2nccs2)cc1	22%	7
O=C(Nc1ccc(-c2cn3c(n2)SCC3)cc1)c1ccco1	-7%	9
C=CCc1ccccc1OCC(O)CN1CCN(c2ccccc2OC)CC1 (stereo not drawn)	?	/
c1ccc(-n2nnnc2Sc2ncnc3sc4c(c23)CCCC4)cc1	?	/
Nc1ncn([C@@H]2O[C@H](CO)[C@@H](O)[C@H]2O)c(=O)n1	-4%	1
O=C(CCCn1c(=S)[nH]c2cc3c(cc2c1=O)OCO3)NCc1ccco1	?	/
Cc1nn(C)cc1CNC(=O)C1CCC(=O)N(Cc2cccc(C(F)(F)F)c2)C1 (stereo not drawn)	-5%	10
CCCn1nnnc1SCC(=O)Nc1sc(C)c(C)c1C#N	-5%	-14
Cn1cc(CN2CCc3sccc3C2)c(-c2ccccc2F)n1	3%	8
CC(=O)OCCNc1nc(-c2ccccc2)nc2ccccc12	?	/
CCOC(=O)c1cn2nc(-c3ccc(OC)cc3)cc2nc1C1CCN(C(=O)OC(C)(C)C)CC1	?	/
CCC(C)(C(=O)NC1CCCCC1)N(C(=O)CNC(C)=O)c1c(C)n(C)n(-c2ccccc2)c1=O (stereo not drawn)	?	/
COC(=O)C1CCN(c2nc3ccccc3nc2C(C#N)C(=O)NCCc2ccccc2)CC1 (stereo not drawn)	?	/
CC(=O)Nc1ccc(C(=O)OCC(=O)NC(=O)NC2CCCCC2)cc1	?	/
COCCN(Cc1ccc(F)cc1)C(=O)c1cc2ccccc2oc1=O	?	/
CN(C)CCn1c2c(c(SCC(=O)Nc3cccc4ccccc34)nc1=O)CCCC2	i	-19
CCc1ccc(N(C(=O)c2ccco2)C(C(=O)NC2CCCC2)c2ccncc2)cc1 (stereo not drawn)	?	/
C=CCNC(=S)N1CCN(S(=O)(=O)c2ccc(C)cc2)CC1	?	/
Fc1ccc(-c2cc(C(F)(F)F)nc(N3CCCCC3)n2)cc1	-29%	-29
Cc1cccc(N2C(=O)CSC2c2cccnc2)c1 (stereo not drawn)	?	/
O=C(NCc1ccccn1)c1ccc(Cn2c(=S)[nH]c3ccc(Br)cc3c2=O)cc1	?	/
COc1ccccc1NS(=O)(=O)c1cccc(C(=O)N/N=C/c2ccc([N+](=O)[O-])o2)c1	?	/
COc1ccccc1CNC(=O)c1ccoc1C	1%	2
CCCCNS(=O)(=O)c1ccc2nc(-c3cccnc3)cc(C(=O)NC3CC3)c2c1	?	/
CCn1c(SC)nnc1C1CCN(CC(=O)Nc2ccccc2N2CCOCC2)CC1	?	/
N#Cc1nc(Cc2cccc3ccccc23)oc1N1CCN(c2ccccc2)CC1	?	/
CCOC(=O)c1nnn(-c2nonc2N)c1CN1CCCC1	19%	6
O=S(=O)(Nc1ccccn1)c1cnc(Cl)c(Br)c1	-1%	-12
Cn1cnnc1SCC(=O)Nc1nc(-c2ccc(F)cc2)cs1	0%	4
c1coc(-c2nnc3n2C2(CCCC2)Cc2ccccc2-3)c1	?	/
O=C(NCCN1CCOCC1)C1CCN(Cc2ccccc2O)CC1	?	/
CC1=C(C)CS(=O)N(S(=O)(=O)c2ccc(Cl)cc2)C1 (stereo not drawn)	?	/
CCOC(=O)C1CCN(C(=O)CCCN2C(=O)c3ccccc3C2=O)CC1	i	/
CCC(=O)Oc1c(C(=O)CC)cc2c(C)cc(=O)oc2c1C	?	/
Cc1cccc(C(=O)N/N=C2/SCC(=O)N2Cc2ccccc2)c1	9%	-9
Cc1ccc(-n2nc3c(SCCN4CCOCC4)nnc(C)c3c2C)cc1	?	/
CC1=CC(C)C(/C=N/N=C(N)N)C(C)C1 (stereo not drawn)	5%	12
CCOC(=O)c1cnc(-c2ccccc2)nc1Oc1ccccc1	-42%	-24
O=C(Cn1nc(-c2ccccc2)ccc1=O)NCCN1CCN(Cc2ccccc2)CC1	21%	/
Cc1ccc(C2CC(=O)NC(SCc3ccccc3)=C2C#N)cc1 (stereo not drawn)	0%	-20
CC(Oc1ccc(Cl)cc1)C(=O)NCCN1C(=O)S/C(=C\c2cccnc2)C1=O (stereo not drawn)	?	/
CC(CS(=O)(=O)c1ccc2c(c1)NC(=O)CS2)C(=O)NCc1ccccc1Cl (stereo not drawn)	i	22
O=C(Nc1ccc(OC(F)(F)F)cc1)c1ccc2ccccc2n1	?	/
CCCOc1nnnn1-c1ccccc1	?	/
COCc1nnc(NC(=O)CC(c2ccccc2)c2ccccc2)s1	?	/
COC(=O)c1cc(=O)n(-c2ccc(F)cc2)c(=Nc2ccc(F)cc2)s1	?	/

Taken from above:
Under Lipid storage S3 cell count max, Fc1ccc(-c2cc(C(F)(F)F)nc(N3CCCCC3)n2)cc1 shows -29
Under Lipid storage S3, Cc1ccc(C2CC(=O)NC(SCc3ccccc3)=C2C#N)cc1 (stereo not drawn) shows 0%
Under Lipid storage S3, CCOC(=O)c1nnn(-c2nonc2N)c1CN1CCCC1 shows 19%

Continued.
Every second line gives: Lipid storage S3, Lipid storage S3 cell count max
NC(=O)c1cc(C(=O)c2ccc(Cl)cc2Cl)c[nH]1
 : -20%, 1
COC(=O)c1c(NC(=O)c2ccccc2[N+](=O)[O-])sc2c1CC(C)(C)NC2(C)C
 : ?, /
CC(C)Cc1nnc(NC(=O)Cc2ccc([N+](=O)[O-])cc2)s1
 : 7%, 11
CCOC(=O)C1=C(c2ccccc2)Nc2ncnn2C1c1ccc(OC)c(OC)c1OC (stereo not drawn)
 : -2%, 2
CCOn1c(=O)c(-c2ccc(C)cc2)[n+]([O-])c2ccccc21
 : 7%, -1
O=C(CSc1nnnn1Cc1ccccc1)Nc1ccc2c(c1)OCO2
 : ?, /
CCOC(=O)c1sc(N=NC2=C(O)CCCC2=O)c(C(=O)OCC)c1C
 : ?, /
CCCC(=O)NC1=C(C#N)C2(CCCC2)Cc2ccccc21
 : i, /
COc1ccc(OC)c(/C=C2\SC(=S)N(C(C(=O)O)c3ccccc3)C2=O)c1 (stereo not drawn)
 : 5%, 9
CC(=O)N1CC=CC1(C)C(=O)NCc1cc(F)cc(C(F)(F)F)c1 (stereo not drawn)
 : 4%, 2
O=c1c(Cc2ccc(F)cc2)c(O)ccn1C1CC1
 : i, /
Cc1ccc(-n2nc(C)c3c(C)c(CCC(=O)O)c(C)nc32)cc1C
 : -2%, 9
CCC(CC)c1nc(C(N)=O)c2[nH]c(=O)n(-c3ccc(OC)c(OC)c3)c2n1
 : -15%, -17
Cc1ccc2nc(NC(=O)C3CCN(S(=O)(=O)c4cccs4)CC3)sc2c1
 : ?, /
Cc1ccc(S(=O)(=O)C2CS(=O)(=O)CC2O)cc1 (stereo not drawn)
 : i, 14
Cn1nnnc1NCc1cccc(Cl)c1
 : ?, /
Cc1cc(Br)c(NC(=O)CCl)c(Br)c1
 : ?, /
CCOc1ccc(N(C(C)C(=O)NC(C)CC)S(C)(=O)=O)cc1 (stereo not drawn)
 : ?, /
Cc1ccc(NC(=O)CN(C)S(=O)(=O)c2cccc3cccnc23)cc1C
 : ?, /
CCn1ncc(Cl)c1C(=O)NC(=S)Nc1ccccc1Br
 : ?, /
O=C1NC2(CCCCCC2)Cc2ccccc21
 : ?, /
COc1ccc(C(=O)Nc2nc(N3C(=O)c4ccccc4C3=O)n(-c3ccccc3)n2)cc1
 : i, 11
OCCCCCN=c1cc(-c2ccccc2)oc2ccc(Cl)cc12
 : -6%, 1
COc1cc(/C=N/n2cnnc2)ccc1OCCOc1ccccc1
 : ?, /
COc1cc(O)c(C(CCN2CCOCC2)c2ccc(N(C)C)cc2)c(OC)c1 (stereo not drawn)
 : -3%, 4
Cc1ccc(S(=O)(=O)N2CCCOC2CNC(=O)C(=O)NC2CCCCC2)cc1 (stereo not drawn)
 : ?, /
COc1ccc(/C=C/C(=O)OCC(=O)NCCNC(=O)COC(=O)/C=C/c2ccc(OC)cc2)cc1
 : ?, /
CCC(C)[C@H](NC(=O)NC(C)C)C(=O)O (stereo partly drawn)
 : 5%, 19
Cc1nc2c(sc3nc4c(cc32)COC(C)(C)C4)c(=O)n1CC(=O)NCc1ccco1
 : ?, /
Cn1c(=O)[nH]c(=O)c2c1nc(N1CCCCC1)n2CCCSc1nc2ccccc2s1
 : -1%, 7

Shown with each value named: entries from further up
Compound: CCC(C)[C@H](NC(=O)NC(C)C)C(=O)O (stereo partly drawn)
  Lipid storage S3: 5%
  Lipid storage S3 cell count max: 19
Compound: CCOc1ccc(N(C(C)C(=O)NC(C)CC)S(C)(=O)=O)cc1 (stereo not drawn)
  Lipid storage S3: ?
  Lipid storage S3 cell count max: /
Compound: Cc1nc2c(sc3nc4c(cc32)COC(C)(C)C4)c(=O)n1CC(=O)NCc1ccco1
  Lipid storage S3: ?
  Lipid storage S3 cell count max: /

The list goes on.
Every second line gives: Lipid storage S3, Lipid storage S3 cell count max
CC(Oc1ccc(Cl)cc1Cl)C(=O)N(Cc1ccco1)C1CCS(=O)(=O)C1 (stereo not drawn)
 : i, 3
COc1ccc(CNC(=O)C2CCN(S(=O)(=O)c3c(C)noc3/C=C/N(C)C)CC2)cc1
 : i, 15
COc1ccc(Cl)cc1S(=O)(=O)N1CCC(O)(c2ccc(Cl)cc2)CC1
 : -2%, 8
Cc1c(NC(=O)CCC(=O)N2CCCCC2)c(=O)n(-c2ccccc2)n1C
 : ?, /
Cc1ccc(S(=O)(=O)N2CCN(Cc3nc4sc5c(c4c(=O)[nH]3)CCCC5)CC2)cc1
 : ?, /
O=C(COC(=O)c1ccc(Cl)cc1[N+](=O)[O-])NC(=O)c1ccccc1
 : i, -11
O=C(O)CNC(=S)N(Cc1ccc(F)cc1)C1CCCCC1
 : -6%, -17
O=C(O)CSc1ccc(Oc2ccc(SCC(=O)O)cc2)cc1
 : -2%, 5
CCOc1ccc(-n2c(-c3ccc(OC)cc3)c[n+]3c2CCCCC3)cc1
 : ?, /
CNC(=O)c1nnn(Cc2ccccc2)c1NC(=O)C(F)(F)F
 : ?, /
Cc1cc(C)c(NC(=O)Cn2ncc3ccccc32)c(C)c1
 : ?, /
Cn1cc([N+](=O)[O-])c(C(=O)NNC(=O)c2ccc([N+](=O)[O-])cc2Cl)n1
 : ?, /
NC(=O)c1sc2nc3c(cc2c1N)CCCCCC3
 : 16%, 1
CCN1CCc2nc(NC(=O)c3cc(F)c(F)cc3Cl)sc2C1
 : 27%, /
Cc1cc(C)n(-c2cc(N3CCN(S(=O)(=O)c4ccc(Cl)cc4)CC3)ccc2[N+](=O)[O-])n1
 : ?, /
Cc1ccc(Cl)cc1N1CCN(C(=O)COc2ccc3c(c2)CCC3)CC1
 : 2%, 12
O=C(CCc1nnc2n(Cc3ccc(F)cc3)c(=O)c3ccccc3n12)NCCN1CCOCC1
 : ?, /
COc1ccc2c(c1)cc1n2CCN=C1NN
 : i, /
COc1ccc2cc3cc(C(=O)NCc4cccnc4)oc3nc2c1
 : i, -22
COc1ccccc1C(=O)NNC(=O)c1ccccc1Br
 : ?, /
CCOc1ccc(S(=O)(=O)N2CCc3cc(OC)c(OC)cc3C2)cc1
 : ?, /
O=C(NNC(=O)C1CCN(Cc2cccc(F)c2)CC1)c1cccc(Cl)c1
 : i, /
Cc1noc(C)c1C(=O)N1CCN(C(=O)c2sc3cc(Cl)ccc3c2Cl)CC1
 : ?, /
Cc1ccc2c(c1)c(CC(=O)Nc1ccc(F)cc1)c(C(=O)O)n2C
 : ?, /
O=C(/C=C/c1cccc(Cl)c1)NCCCN1CCOCC1
 : -4%, 1
COC(=O)CN=C1OC(=O)N2C(=O)C3=C4[C@@H](C[C@H]5C(=O)N(c6ccccc6)C(=O)[C@H]5[C@H]4[C@@]12Cc1ccccc1)[C@H]1C(=O)N(c2ccccc2)C(=O)[C@H]1[C@H]3C
 : 11%, 12
C=CCn1c(O)c(C(CC)=NCc2cccnc2)c(=O)[nH]c1=O
 : ?, /
O=C(c1ccc(COc2ccccc2[N+](=O)[O-])o1)N1CCCCCC1
 : ?, /
CCc1nn2c(=O)c(S(=O)(=O)Nc3ccc(Cl)cc3)c(C)nc2s1
 : 8%&9%, 11&1
